GRP78 ERSR act: inducers of ER stress response in human glioma cells; U87-MG GRP78 promoter luciferase reporter, 16 h; Potency, µM, for the others: at the highest dose activation, hits mostly activators; 0.02% of 420,000 active; AID 602332; further: potency means the concentration at half of the fitted maximal effect; series mostly up to about 76 µM; % of control where 0% means no effect; nearly all actives have a fitted effect of over 35% in size
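Stably transfected U87-MG glioma cells carrying a GRP78-based luciferase sensor; 16 h compound incubation. Luminescence end-point read 10 min after Bright-Glo addition at room temperature.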
D1 PAM: enhances dopamine response at the human D1 receptor. P21728. HEK293 TREx D1 cells, calcium flux, dopamine EC20 potentiation. potentiation, % at 10 µM. 0.036% of 360,000 active. AID 504651; in the data active means potentiation above about 30%; further: 0% is about no effect
Target sequence (P21728 whole entry, looked up): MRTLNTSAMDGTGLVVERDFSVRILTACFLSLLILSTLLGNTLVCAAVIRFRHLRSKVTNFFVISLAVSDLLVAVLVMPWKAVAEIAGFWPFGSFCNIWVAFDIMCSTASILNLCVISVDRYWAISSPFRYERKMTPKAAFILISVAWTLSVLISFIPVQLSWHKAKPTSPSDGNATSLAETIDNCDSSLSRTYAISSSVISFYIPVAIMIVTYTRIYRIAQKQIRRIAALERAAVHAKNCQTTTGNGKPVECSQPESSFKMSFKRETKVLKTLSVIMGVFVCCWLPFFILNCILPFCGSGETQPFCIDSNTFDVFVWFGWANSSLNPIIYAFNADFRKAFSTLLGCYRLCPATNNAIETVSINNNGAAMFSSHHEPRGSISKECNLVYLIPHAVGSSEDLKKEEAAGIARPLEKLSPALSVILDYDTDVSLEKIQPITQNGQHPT
D2 potentiator: D2 dopamine receptor (human) potentiation; potentiation, % at 10 µM; P14416; HEK293 T-REx D2, calcium flux, EC20 dopamine potentiation; 0.34% of 340,000 active; AID 485347;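 active means potentiation over 3 SD above the plate norm, cut at about 30% in these data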; further: 0% is about no effect
Target sequence (P14416 whole entry, looked up): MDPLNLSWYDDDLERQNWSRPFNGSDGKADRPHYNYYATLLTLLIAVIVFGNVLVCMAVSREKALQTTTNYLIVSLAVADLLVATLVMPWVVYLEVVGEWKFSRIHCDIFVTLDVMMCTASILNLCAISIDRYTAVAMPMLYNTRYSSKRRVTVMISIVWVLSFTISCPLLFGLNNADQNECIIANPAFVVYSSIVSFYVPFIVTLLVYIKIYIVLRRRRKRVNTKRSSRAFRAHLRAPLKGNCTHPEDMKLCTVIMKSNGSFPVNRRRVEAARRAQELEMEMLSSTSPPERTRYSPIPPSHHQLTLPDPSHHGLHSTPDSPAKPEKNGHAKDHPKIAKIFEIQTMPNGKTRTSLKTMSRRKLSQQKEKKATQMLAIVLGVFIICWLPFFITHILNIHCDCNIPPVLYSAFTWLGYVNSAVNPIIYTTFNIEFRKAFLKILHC
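Potentiation of an EC20 dopamine calcium response measured kinetically over 180 s, after a preceding 180 s compound-only read flagging agonists. Cells: inducible Hek293 Trex D2 line, 4000/well, cultured overnight at 30 C before dye loading.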
Vif-A3G inh: Vif-A3G binding inhibition. Q9HC16. HeLa A3G-eYFP + Vif (tagged APOBEC3G with the HIV-1 protein that degrades it), YFP fluorescence, overnight. Potency, µM (top dose mostly 46.1 µM), inactives show at the top dose activity, negative = active, hits mostly inhibitors. 0.076% of 410,000 active. AID 602310;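 further: potency means the concentration at half of the fitted maximal effect; on the % scale 0 is the no-effect control and ±100 the full control effect; nearly all actives have a fitted effect of over 60% in size; hits raise eYFP signal because A3G escapes Vif-driven loss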
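Read-out is eYFP fluorescence (Ex 488/Em 500-530) from Vif-expressing HeLa A3G-eYFP cells; more signal means A3G escaped Vif-mediated degradation. Cells plated overnight, compound pinned in, incubated overnight at 37 deg C.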
RXFP1 antag: RXFP1 (human) relaxin receptor antagonism. activity change, negative = inhibition, % at 57.5 µM. Q9HBX9. AID 1259400. 0.59% of 350,000 active. HEK293-RXFP1, relaxin-stimulated cAMP HTRF, 30 min; active compounds read low;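 active means activity change of -60% or lower, but not beyond a set lower limit; inconclusive means change between -60% and -40%, or beyond the set limit; inactive means change above -40%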; further: on the % scale 0 is the no-effect control and ±100 the full control effect
D1 ag: human D1 receptor agonism; HEK293 T-REx D1 cells, calcium flux, agonist mode; activation, % at 2 µM; 1% of 360,000 active; in the data active means activation above about 30%; further: 0% is about no effect
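Tetracycline-induced HEK293 TREx D1 cells, force-coupled to calcium signalling, were dye-loaded with a no-wash calcium kit. Compound was pin-added after a 10 s baseline. Fluorescence was read kinetically at 1 cycle/s for 180 s, with calcium rises flagged as agonism.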
D1 antag: human D1 dopamine receptor antagonism. activity change, negative = inhibition, % at 10 µM. HEK293 TREx D1 cells, calcium flux, dopamine EC80; active compounds read low. P21728. 3.2% of 360,000 active; in the data active means activity change below about -30%; further: on the % scale 0 is the no-effect control and ±100 the full control effect
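After overnight tetracycline induction at 30 C, force-coupled D1 HEK293 cells took up a no-wash calcium dye at room temperature. Compounds were added and monitored 180 s, and the response to EC80 dopamine was then recorded.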
Vif-APOBEC3F blk: Vif-A3F binding inhibition | Potency, µM (doses to about 46.1 µM), without a hit: top-dose activity, negative = active | HeLa A3F-eYFP + Vif (tagged APOBEC3F with the HIV-1 protein that degrades it), YFP fluorescence increase | 0.2% of 390,000 active | AID 602313; further: potency means the concentration at half of the fitted maximal effect; % of control where 0% means no effect; nearly all actives have a fitted effect of over 65% in size
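Fluorescence increase (Ex 488/Em 500-530) after overnight compound treatment at 37 deg C flags inhibition of Vif-driven A3F-eYFP loss in stable HeLa A3F-eYFP/Vif cells seeded overnight beforehand.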
RXFP1 ag: activates the human relaxin receptor RXFP1. Q9HBX9. Potency, µM (titrated, usually from 57.5 µM), for inactives: top-dose activation, most hits filed as activators. 0.3% of 370,000 active. AID 2676. HEK293T-RXFP1 cAMP TR-FRET, 30 min; response scale: percent of porcine relaxin response, buffer zero; further: potency means the concentration at half of the fitted maximal effect; on the % scale 0 is the no-effect control and ±100 the full control effect; nearly all actives have a fitted effect of over 60% in size; many of its hits are not listed in these tables
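HEK293 cells stably expressing RXFP1, treated 30 min at 37C with compounds plus PDE4 inhibitor Ro 20174; cAMP measured by HTRF TR-FRET. Normalized to buffer and 29 nM porcine relaxin; EC50 by Hill fit.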
The depositor's hits bear a star; ? = inconclusive; . = not tested or not shown. Unless noted, the call rests on the fitted dose curve; in most records, active means well fitted curve in the direction sought with a large enough effect; inconclusive means small, poorly fitted or top-dose-only effect, or another doubt; inactive means no such curve, though single readings can be large; an effect the other way counts as inactive or inconclusive. Only part of the results is shown, so the mix of outcomes need not match the whole.

mol	D1 PAM	RXFP1 antag	Vif-A3G inh	RXFP1 ag	GRP78 ERSR act	D1 antag	D2 potentiator	D1 ag	Vif-APOBEC3F blk
CC(C)(C)C(=O)C(CO)(Oc1ccc(Cl)cc1)n1cncn1 (stereo not drawn)	6.0	-7.4	0.7%	2.4%	-1.3%	5.9	-9.6	1.6	5.0%
CCCC1C2C(=O)N(c3ccccc3)C(=O)C2ON1c1ccccc1 (stereo not drawn)	-3.8	4.3	0.3%	2.2%	-4.0%	-4.1	.	0.7	5.0%
O=S(=O)(NC1CCC(CNS(=O)(=O)c2c(F)cccc2F)CC1)c1ccc2c(c1)OCCO2 (stereo not drawn)	-3.2	.	.	0.5%	.	-13.0	.	3.9	.
O=C(C(c1ccccc1)c1ccccc1)N1CCN(Cc2ccco2)CC1	-4.1	16.4	-1.2%	0.5%	-1.4%	-5.2	1.2	-0.6	1.8%
CCOC(=O)c1[nH]cnc1C(=O)Nc1ccccc1	-2.7	-4.7	1.4%	14.2%	-5.4%	2.4	2.0	1.0	9.3%
Cc1c([N+](=O)[O-])cc(C(=O)N2CCOCC2)cc1[N+](=O)[O-]	-5.2	-12.4	0.0%	0.1%	-4.2%	-11.1	-10.0	2.0	9.7%
CN(C)CCCN(C(=O)c1ccc2c(c1)CCCC2)c1nc2c(F)cccc2s1	-0.6	-74.0*	3.4%	2.0%	8.3%	9.4	6.2	22.9	-6.7%
Cc1ccc(NC(=O)c2cnn3c(C(F)F)cc(-c4ccccc4)nc23)c(C)c1	-5.2	.	-1.8%	-4.9%	0.6%	-0.4	-3.7	0.5	1.5%
CC1(c2ccc3c(c2)OCCCO3)NC(=O)N(CC(=O)NCCc2ccc(F)cc2)C1=O (stereo not drawn)	.	0.6	0.2%	.	-4.6%	.	.	.	-3.2%
COc1ccccc1C/C(N)=N/OC(=O)c1ccc(C)c([N+](=O)[O-])c1	-11.4	0.1	-3.9%	0.9%	-2.3%	13.0	15.8	5.5	1.4%
Cc1nn(-c2cccc(C(F)(F)F)c2)c(=O)c2noc(C)c12	7.8	-3.5	-0.3%	2.1%	0.5%	-2.6	4.8	0.6	-0.6%
O=C(Nc1ccc(F)cc1)C(=O)C1C(=O)Nc2ccccc21 (stereo not drawn)	-7.7	-1.1	4.1%	-2.4%	9.0%	-2.4	12.7	0.9	0.7%
Cc1cc(C)n2nc(C(=O)Nc3ccc(S(=O)(=O)N4CCCC4)cc3)nc2n1	1.6	-0.4	0.3%	2.0%	-1.7%	6.3	-6.1	3.6	-3.8%
O=C(Nc1ccc(N2CCOCC2)cc1)c1cc(-n2cnnc2)ccc1Cl	2.2	-1.7	-0.1%	-2.8%	-5.2%	4.1	0.5	0.0	-12.3%
O=C(NC1CCCCC1)C(c1ccncc1)N(C(=O)c1csnn1)c1ccccc1F (stereo not drawn)	-1.4	9.3	1.0%	3.8%	-4.8%	3.3	-2.9	-2.6	3.1%
CCC(=O)NC(Cc1ccccc1)c1ccc2c(c1)OCCCO2 (stereo not drawn)	-3.9	3.6	-2.2%	-0.1%	-2.6%	-3.5	.	5.0	0.7%
O=C(Cn1c(NCCCO)nc2ccccc21)c1ccco1	-5.3	-1.7	2.6%	1.2%	-3.0%	8.5	11.7	3.3	0.8%
Cc1ccc(CNC(=O)Cn2nnc(C(=O)Nc3cccc(C)c3C)c2N)cc1	-3.1	-10.0	-3.3%	4.5%	-3.1%	-15.4	-2.0	8.9	1.2%
COc1cc2ccccc2cc1C(=O)N1CCN(C)CC1	-10.8	-17.4	-0.4%	-1.1%	-3.2%	-5.6	5.2	0.8	-3.3%
CC(=O)Nc1cccc(Nc2nc(-c3ccccc3)nc3ccccc23)c1	-1.9	-16.5	-7.1%	2.7%	-1.8%	-13.2	0.8	0.4	11.8%

(list continues)
mol	D1 PAM	RXFP1 antag	Vif-A3G inh	RXFP1 ag	GRP78 ERSR act	D1 antag	D2 potentiator	D1 ag	Vif-APOBEC3F blk
CCCSc1nsc(NC(=O)CC)n1	1.2	-4.9	0.9%	-0.9%	-4.8%	0.7	-8.6	7.2	-14.3%
COc1ccc(CNC(=O)CN(c2ccc(OC)c(Cl)c2)S(=O)(=O)c2ccc(C)cc2)cc1	-3.1	-10.5	0.0%	1.0%	-1.8%	-3.7	.	9.1	3.7%
O=C(c1ccccc1)N1CCCC(C(=O)N2CCCCC2)C1 (stereo not drawn)	-3.0	0.8	-1.1%	-3.6%	-3.9%	-6.1	6.6	-1.3	1.0%
O=[N+]([O-])c1cccnc1N1CCN(c2ccccc2F)CC1	-0.1	-22.7	-10.3%	1.7%	3.0%	0.5	-1.7	-1.2	8.5%
Cc1ccccc1Nc1nn2c(=O)c3ccc(C(=O)NCc4ccccc4)cc3nc2s1	-5.3	1.7	-21.1%	?	-1.7%	11.5	8.6	-0.6	?
Nc1cccc(/C=C/c2ccncc2)c1	0.2	11.4	-0.1%	-1.0%	0.9%	-41.4*	16.9	1.0	0.9%
Cc1ccc(NC(=O)CSCC(=O)N=c2sccn2C)cc1	0.3	-7.5	0.0%	1.0%	-1.8%	13.6	2.6	2.2	4.3%
CC1=CC(C)(C)N(C(=O)C(C)N2C(=O)c3ccccc3C2=O)c2ccc(C)cc21 (stereo not drawn)	-1.7	-10.0	-21.2%	-0.7%	-6.5%	5.7	-0.4	1.2	.
CCn1c(CC(=O)Nc2cccc(OC)c2)nnc1SCC(=O)Nc1nccs1	-4.2	3.0	-3.5%	2.1%	-1.2%	-7.5	.	3.7	1.2%
CCOC(=O)N1CCC(n2c(SCC(=O)NCc3ccccc3)nc3ccccc3c2=O)CC1	-2.5	-5.2	0.4%	2.9%	-1.1%	4.5	2.2	3.1	-3.5%
COc1ccccc1NC(=O)CSc1nc2sc(C)c(C)c2c(=O)n1C	-7.2	-19.5	2.1%	0.2%	-0.3%	-8.8	10.1	11.0	10.3%
COc1ccc(-c2cn3nc(SCC(=O)NCC4CCCO4)ccc3n2)cc1 (stereo not drawn)	-2.5	10.1	-0.3%	21.9%	-7.1%	-19.7	.	2.6	17.0%
CC1(C)CC(=O)C(C(C2=C(O)CC(C)(C)CC2=O)c2cccs2)C(=O)C1 (stereo not drawn)	0.3	.	-15.9%	-0.2%	-5.6%	3.6	4.2	1.7	7.0%
COc1cc(/C=N/NC(=O)c2cccnc2)ccc1OC(=O)c1ccc([N+](=O)[O-])cc1	-7.4	-6.7	-2.4%	1.7%	3.7%	-11.8	8.8	15.9	-1.7%
CCCCn1c(CCC(=O)O)nc2cc(S(=O)(=O)N3CCCC3)ccc21	.	-19.1	0.4%	.	0.5%	.	.	.	-16.7%
Cc1csc(SCC(=O)NCc2ccc3c(c2)OCO3)n1	-1.5	2.8	0.3%	-3.0%	?	-9.6	-0.7	2.4	12.8%
CC(=O)c1ccc(NC(=O)COC(=O)/C=C/c2cccs2)cc1	.	-6.7	0.4%	.	-0.8%	.	.	.	2.3%
Cc1ccc(/C=C/c2onc(C)c2S(=O)(=O)N2CCC(C(=O)Nc3ccc(Br)c(C)c3)CC2)cc1	-1.3	.	2.6%	0.4%	-3.5%	-10.6	-9.1	5.5	0.6%
O=C(CCS(=O)(=O)c1ccccc1)N1CCN(c2ccccc2F)CC1	2.1	-10.4	1.1%	-0.4%	-5.9%	-13.4	8.8	2.8	2.0%
COc1ccc(NC(=O)CN(C)C2CCS(=O)(=O)C2)cc1 (stereo not drawn)	-4.5	-2.7	-0.7%	-1.2%	-6.8%	6.9	-3.2	3.3	6.1%

RXFP1 antag, hit marks shown above.
molecule	D1 PAM	RXFP1 antag	Vif-A3G inh	GRP78 ERSR act	D1 antag	D2 potentiator	D1 ag
CN(C)CCCN(C(=O)c1ccc2c(c1)CCCC2)c1nc2c(F)cccc2s1	-0.6	-74.0*	3.4%	8.3%	9.4	6.2	22.9

(cont.)
mol	D1 PAM	RXFP1 antag	Vif-A3G inh	RXFP1 ag	GRP78 ERSR act	D1 antag	D2 potentiator	D1 ag	Vif-APOBEC3F blk
CCn1c(C)nc2cc(C(=O)NNC(=O)CCC3CCCCC3)ccc21	-7.1	-4.8	0.1%	-0.9%	-1.2%	8.2	11.9	4.8	-12.5%
CCc1nnc(NC(=O)COC(=O)CN2C(=O)c3ccccc3C2=O)s1	-0.1	-11.9	1.7%	-0.1%	-1.1%	-1.5	7.5	-2.0	7.5%
Cc1ccc(SCC(=O)NNC(=O)CCS(=O)(=O)c2ccc(C)cc2)cc1	.	-0.3	1.1%	.	0.1%	.	.	.	-10.3%
CC(Oc1ccccc1)C(=O)N(CCC1=CCCCC1)c1c(N)n(Cc2ccccc2)c(=O)[nH]c1=O (stereo not drawn)	-1.0	-2.0	-5.7%	-1.6%	5.2%	23.4	-0.8	1.3	?
Cc1ccn2c(=O)c(C(=O)NCc3ccccc3Cl)c(O)nc2c1	0.2	.	-3.6%	-1.0%	-1.1%	5.3	9.7	1.3	1.0%
CCN(CC)CCNC(=O)CCn1c(=S)[nH]c2cc3c(cc2c1=O)OCO3	-2.5	7.4	0.5%	0.3%	-4.2%	-0.7	-9.2	-1.8	-6.5%
O=C1CN(S(=O)(=O)c2cccc(Br)c2)CCN1	.	17.8	2.4%	.	-1.9%	.	.	.	4.6%

Profiles, looked up by structure.
Profile of `O=C1CN(S(=O)(=O)c2cccc(Br)c2)CCN1` : D1 PAM = .; RXFP1 antag = 17.8; Vif-A3G inh = 2.4%; RXFP1 ag = .; GRP78 ERSR act = -1.9%; D1 antag = .; D2 potentiator = .; D1 ag = .; Vif-APOBEC3F blk = 4.6%
Profile of `Cc1ccn2c(=O)c(C(=O)NCc3ccccc3Cl)c(O)nc2c1` : D1 PAM = 0.2; RXFP1 antag = .; Vif-A3G inh = -3.6%; RXFP1 ag = -1.0%; GRP78 ERSR act = -1.1%; D1 antag = 5.3; D2 potentiator = 9.7; D1 ag = 1.3; Vif-APOBEC3F blk = 1.0%
